Compound activity deposited in PubChem by several laboratories.
IEC-6 cytotox: kills IEC-6 intestinal cells in KLF5 counter-screen. AID 1825. IEC-6 cytotoxicity, luminescence viability. 290,000 compounds, 0.78% hits. inhibition, % at 5 µM; in the data active means inhibition above about 22%;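 further: 0% = plate median of test compound wells and 100% = cytotoxic reference compound wells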
HSF1 inhib: HSF1 inhibition; NIH3T3-HGL HSE-luciferase, MG132-induced, luminescence 8 h; hits give low values; activity change, negative = inhibition, % at 7.5 µM (by protocol); 300,000 compounds, 0.77% hits; AID 2098;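 active means more than half of replicate wells show activity change below -50%, luminescence cut by over half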;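 further: luciferase reports HSF-1 transcriptional activity via heat shock element; 0% = median of DMSO wells and -100% = zero luminescence signal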
AI-2 QS modul: Vibrio harveyi AI-2 quorum sensing modulation | Vibrio harveyi JMH597 AI-2 luminescence/OD600 ratio, 9 h; hits give low values; strain lacks LuxN and CqsS sensors; 0 = neutral-control median | activity change, % at 7.5 µM | 300,000 compounds, 0.4% hits | AID 2094; in the data active means activity change below about -75%, passing the limit was not always enough;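 further: luminescence divided by OD600 gain over 9 h not by final OD600 alone; inactives centre near 13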
HSF-1 act: increases HSF-1 driven luciferase reporter signal. NIH3T3-HGL HSF-1 luciferase reporter, MG132, 8 h; 100% = twice DMSO control signal. activation, % at 9 µM. 300,000 compounds, 1.7% hits. AID 504408;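 active means mean replicate activation of at least 50% with a set share of replicates each reaching 50%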;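 further: 0% = median of the neutral control wells and 100% = twice that signal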
KLF5 inhibitor: suppresses KLF5 promoter-driven expression; 290,000 compounds, 0.23% hits; inhibition, % at 5 µM; DLD-1 KLF5 promoter-luciferase reporter, luminescence;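 active means inhibition above a per-plate limit of that plate's mean compound inhibition plus 3 SD, cut at about 60% in these data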;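 further: 0% = DMSO wells and 100% = LY294002 at 200 µM; higher means less KLF5 promoter-driven luciferase light; inactives centre near -14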
GSK3B inh: inhibitors of human GSK3beta kinase. P49841. GST-GSK3beta kinase, ADP-Glo luminescence, 60 min; hits give low values. activity score (negative = inhibition), % at 10 µM. 300,000 compounds, 0.038% hits;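 active means more than half of replicate wells score below -50%, meaning over 50% inhibition versus plate controls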;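 further: 0% = median DMSO wells and -100% = median GW8510 positive control wells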
Target sequence (P49841 whole entry, looked up): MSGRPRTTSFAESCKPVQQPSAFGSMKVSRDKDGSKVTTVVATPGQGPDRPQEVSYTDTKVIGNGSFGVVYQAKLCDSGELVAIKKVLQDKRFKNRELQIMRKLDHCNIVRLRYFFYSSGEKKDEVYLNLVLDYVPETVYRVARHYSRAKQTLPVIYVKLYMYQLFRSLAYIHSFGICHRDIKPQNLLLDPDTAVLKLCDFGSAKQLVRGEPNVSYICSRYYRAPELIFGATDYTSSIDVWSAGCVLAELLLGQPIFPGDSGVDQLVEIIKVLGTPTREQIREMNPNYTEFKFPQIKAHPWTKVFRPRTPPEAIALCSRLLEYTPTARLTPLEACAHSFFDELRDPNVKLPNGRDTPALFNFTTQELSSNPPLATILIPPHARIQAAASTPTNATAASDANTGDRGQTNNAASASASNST
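Assay system: GST-tagged human GSK3beta kinase, cell-free; Input: 1.6 ng GSK3beta; Medium: Tris/MgCl2 kinase buffer; Timing: 60 min enzyme reaction, room temperature; Signal: ADP-Glo luminescence quantifying ADP generated by kinase; Evaluation: score relative to plate controls; Benchmarks: DMSO neutral wells and GW8510 at 20 µM as positive.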
HSP90 refold inh: blocks HSP90-mediated luciferase refolding in reticulocyte lysate. Rabbit reticulocyte lysate, luciferase refolding luminescence, 3 h. inhibition, % at 5.6 µM. 290,000 compounds, 0.91% hits;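 active means inhibition above the screen-wide mean plus 3 SD, computed separately per campaign, cut at about 16% in these data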;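 further: 0% = DMSO wells and 100% = 60 µM geldanamycin wells; inhibitors lower the luminescence because luciferase stays unfolded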
HIF act: HIF pathway transcriptional activation; U2OS HRE-luciferase reporter, luminescence; normalized: DMSO 0%, desferrioxamine 100%; activation, % at 7.5 µM (by protocol); 300,000 compounds, 0.32% hits;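 active means mean activation of at least 10% of the iron chelator positive control signal, with at least half of replicates also reaching 10%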
GSK3 alpha inh: human GSK-3 alpha kinase inhibition. P49840. ADP-Glo luminescence, 60 min. inhibition, % at 10 µM. 320,000 compounds, 0.1% hits. AID 2650;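 in the data active means inhibition above about 50%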;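 further: GST-tagged GSK-3 alpha with peptide substrate and 25 µM ATP; 0% = DMSO neutral wells and 100% = GW8510 positive control wells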
Target sequence (P49840 whole entry, looked up): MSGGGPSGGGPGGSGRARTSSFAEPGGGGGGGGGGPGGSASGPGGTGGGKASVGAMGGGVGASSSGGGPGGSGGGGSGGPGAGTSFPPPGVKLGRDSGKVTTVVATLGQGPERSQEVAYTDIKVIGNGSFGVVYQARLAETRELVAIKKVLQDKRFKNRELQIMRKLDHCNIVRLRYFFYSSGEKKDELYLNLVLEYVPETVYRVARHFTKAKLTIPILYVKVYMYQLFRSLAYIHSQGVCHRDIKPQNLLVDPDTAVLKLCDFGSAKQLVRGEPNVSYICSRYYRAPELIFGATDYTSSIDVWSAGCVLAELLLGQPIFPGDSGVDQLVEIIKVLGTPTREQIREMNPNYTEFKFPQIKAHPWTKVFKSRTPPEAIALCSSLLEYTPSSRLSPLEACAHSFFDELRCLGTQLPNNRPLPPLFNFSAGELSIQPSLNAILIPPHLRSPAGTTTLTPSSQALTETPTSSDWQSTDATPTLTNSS
aSyn 5UTR inh: 5' untranslated region of α-synuclein, MLPCN primary screen; 300,000 compounds, 0.82% hits; inhibition, % (tested at 7.5 µM); alpha-synuclein 5'UTR reporter, inhibitor activity; in the data active means inhibition above about 60%;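 further: H4 neuroglioblastoma cells stably carrying SNCA 5'UTR luciferase fusion; 0% = DMSO wells and 100% = positive control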
The depositor's hits bear a star; . = not tested or not shown.

SMILES | IEC-6 cytotox | HSF1 inhib | AI-2 QS modul | HSF-1 act | KLF5 inhibitor | GSK3B inh | HSP90 refold inh | HIF act | GSK3 alpha inh | aSyn 5UTR inh
O=C(COc1ncnc2ccccc12)Nc1ccc(Cl)c([N+](=O)[O-])c1 | 6.5 | 6.1 | -96.8* | -3.0 | -20.2 | 0.9 | -3.0 | -0.1 | 0.9 | 34.4
C#CCn1cnc2c(oc3ccccc32)c1=O | 3.7 | 1.9 | 26.7 | 14.5 | -27.3 | 1.7 | -2.9 | 2.9 | -1.2 | -34.3
CC(OC(=O)c1cccs1)C(=O)NCc1ccccc1 (stereo unspecified) | -1.0 | -3.0 | 21.3 | 2.2 | -5.9 | -1.8 | -3.1 | -0.3 | -1.8 | 24.3
CCSc1nnc(NC(=O)/C=C/c2ccc3c(c2)OCO3)s1 | 1.5 | -6.8 | 7.1 | 11.1 | 8.8 | 2.4 | -0.6 | -0.4 | -2.3 | -10.0
CCOC(=O)c1cc(C)n(Cc2ccccc2)c1C | -4.9 | 1.2 | 13.8 | 29.3 | -19.6 | -0.4 | -1.2 | 0.5 | -2.2 | -30.0
COC(=O)N/N=C/c1cc(C)n(-c2ccccc2)c1C | -1.2 | -0.7 | 7.3 | 22.2 | -9.5 | 4.2 | 2.9 | 0.3 | -0.7 | -31.1
COc1ccc(Cc2n[nH]c(=S)n2N)cc1OC | 2.1 | 3.8 | 21.7 | 8.6 | -4.9 | -0.2 | 3.2 | -0.5 | -4.0 | 25.1
COc1cc(OC)cc(C(=O)NC(=S)NCc2ccco2)c1 | 3.9 | 67.0 | -0.5 | 121.1* | 2.6 | 0.3 | 3.0 | 0.9 | -0.3 | -35.5
CCOc1ccc(C(C(=O)NCC2CCCO2)N(Cc2ccccc2)C(=O)c2snc(C(N)=O)c2N)cc1 (stereo unspecified) | 3.1 | -3.4 | 26.2 | 4.3 | -4.6 | 2.2 | 4.8 | -2.0 | 1.9 | -26.7
CC(=O)NNC(=O)CCn1c2c(c3ccccc31)CCCC2 | -8.9 | 4.6 | 15.4 | 9.1 | -14.9 | 0.3 | -0.7 | 0.1 | -1.6 | -5.3
COc1cc(/C=C2/CC(C)OC2=O)c([N+](=O)[O-])cc1OC (stereo unspecified) | -1.1 | -5.2 | 1.3 | 9.9 | -4.8 | 0.9 | -1.3 | -16.4 | 7.1 | -22.6
O=C(c1cccc(S(=O)(=O)N2CCOCC2)c1)N1CCN(Cc2ccc3c(c2)OCO3)CC1 | -2.7 | 3.0 | 8.9 | 4.3 | -27.4 | -0.5 | -1.8 | -0.5 | -0.5 | -1.5
C=C1SC(=Nc2c(C)cccc2Cl)N(C(=O)c2sc3ccccc3c2Cl)C12CCCCC2 | -3.3 | 4.5 | 10.6 | 9.5 | -2.5 | -0.2 | 2.5 | -13.2 | -0.7 | 21.3
O=C(NCCS(=O)(=O)N1CCC2(CC1)OCCO2)c1ccccc1 | . | -0.4 | 4.8 | -5.0 | . | 2.0 | . | 1.4 | -0.5 | -9.0
OC(CN1CCNCC1)Cn1ccc2ccccc21 (stereo unspecified) | -4.6 | 4.5 | -9.7 | 14.6 | -24.4 | 0.3 | 3.0 | 3.0 | 2.4 | -10.2
O=C(O/N=C\c1ccc(N2CCCCC2)c([N+](=O)[O-])c1)c1cccc(C(F)(F)F)c1 | -1.6 | . | 19.6 | . | -21.0 | -2.3 | -3.4 | -0.2 | -3.0 | 16.0
Cc1csc(NC(=O)c2ccccc2[N+](=O)[O-])n1 | 2.0 | -0.4 | 5.5 | 0.1 | -50.9 | 0.6 | -2.9 | 0.4 | -3.1 | -8.9
Cc1ccc(C(=O)NCCSC2CCCCC2)cc1S(=O)(=O)Nc1ccccc1 | -2.5 | 7.1 | 18.5 | 20.6 | -18.0 | 4.7 | 2.2 | . | -2.1 | 28.1
COc1cc(/C=N/Nc2nc(N3CCCC3)nc(N3CCCC3)n2)ccc1OCc1ccccc1F | 6.8 | 11.9 | -3.1 | 18.7 | 4.3 | 3.5 | -1.1 | 2.1 | 0.0 | -71.6
O=C(CC(c1ccccc1)c1ccco1)Nc1nccs1 (stereo unspecified) | 0.0 | -3.5 | 11.5 | -2.6 | -6.5 | -3.4 | 3.1 | 2.0 | 0.1 | -30.9
CCOc1cc(CNCc2ccccn2)ccc1OCC(=O)NC(C)(C)C | 4.0 | . | 22.8 | . | -36.4 | -0.7 | 0.9 | . | . | 19.2
CCCCn1c(N)c(N(CCC(C)C)C(=O)c2cc(S(=O)(=O)N3CCOCC3)ccc2F)c(=O)[nH]c1=O | . | -3.9 | -27.2 | 2.8 | . | 3.1 | . | -0.2 | 1.9 | 4.8
O=C(NC(=S)Nc1ccc(S(=O)(=O)NC2CCCCC2)cc1)c1cccs1 | -4.1 | -18.2 | 43.2 | -38.9 | -20.1 | -2.4 | 5.5 | -0.2 | -1.6 | 5.4
O=C1NC(=O)N(c2ccccc2)C1=O | -5.0 | -3.8 | 6.6 | -6.6 | -10.2 | 2.2 | 0.9 | 0.1 | 1.2 | -5.9
CCOC(=O)C1=C(C)Nc2sc(C(=O)c3ccc(C)cc3)c(N)c2C1c1ccc(C(=O)OC)cc1 (stereo unspecified) | 7.2 | -4.9 | 13.5 | -1.2 | 6.1 | 0.3 | -2.2 | -0.3 | 13.3 | 35.1

6 structures already listed, arranged by molar mass, rising.
SMILES | IEC-6 cytotox | HSF1 inhib | AI-2 QS modul | HSF-1 act | KLF5 inhibitor | GSK3B inh | HSP90 refold inh | HIF act | GSK3 alpha inh | aSyn 5UTR inh
OC(CN1CCNCC1)Cn1ccc2ccccc21 (stereo unspecified) | -4.6 | 4.5 | -9.7 | 14.6 | -24.4 | 0.3 | 3.0 | 3.0 | 2.4 | -10.2
COc1ccc(Cc2n[nH]c(=S)n2N)cc1OC | 2.1 | 3.8 | 21.7 | 8.6 | -4.9 | -0.2 | 3.2 | -0.5 | -4.0 | 25.1
CC(OC(=O)c1cccs1)C(=O)NCc1ccccc1 (stereo unspecified) | -1.0 | -3.0 | 21.3 | 2.2 | -5.9 | -1.8 | -3.1 | -0.3 | -1.8 | 24.3
CC(=O)NNC(=O)CCn1c2c(c3ccccc31)CCCC2 | -8.9 | 4.6 | 15.4 | 9.1 | -14.9 | 0.3 | -0.7 | 0.1 | -1.6 | -5.3
O=C(O/N=C\c1ccc(N2CCCCC2)c([N+](=O)[O-])c1)c1cccc(C(F)(F)F)c1 | -1.6 | . | 19.6 | . | -21.0 | -2.3 | -3.4 | -0.2 | -3.0 | 16.0
O=C(c1cccc(S(=O)(=O)N2CCOCC2)c1)N1CCN(Cc2ccc3c(c2)OCO3)CC1 | -2.7 | 3.0 | 8.9 | 4.3 | -27.4 | -0.5 | -1.8 | -0.5 | -0.5 | -1.5

Following part
SMILES | IEC-6 cytotox | HSF1 inhib | AI-2 QS modul | HSF-1 act | KLF5 inhibitor | GSK3B inh | HSP90 refold inh | HIF act | GSK3 alpha inh | aSyn 5UTR inh
CCCN=C1CC(C)(C)CC(=O)/C1=C(/O)CCC | -4.3 | -13.1 | 2.0 | -18.6 | -30.2 | 4.4 | 4.2 | 0.2 | -0.5 | 32.5
COc1ccc(-c2nsc(C(=O)N(c3ccc(F)cc3)C(C(=O)NC3CCCC3)c3ccc(OC)cc3)c2N)cc1 (stereo unspecified) | -5.0 | -3.9 | 19.1 | 0.4 | -7.6 | 0.1 | 3.4 | -1.6 | . | 25.1
CCOC(=O)Cn1nc(C)c(NC(=O)COc2ccc(OC)cc2)c1C | -1.7 | -4.7 | 6.8 | 0.0 | -16.6 | 1.0 | -4.2 | 0.2 | -2.7 | -8.1
O=C(CCNC(=O)c1ccccc1Cl)NCC(c1ccc(F)cc1)N1CCOCC1 (stereo unspecified) | . | 2.0 | 3.7 | 8.7 | . | 0.8 | . | -0.4 | -2.0 | -11.8
COc1ccc(/C(O)=C2/C(=O)C(=O)N(CC3CCCO3)C2c2ccc(O)c(OC)c2)cc1 (stereo unspecified) | -5.1 | 2.2 | 30.7 | -10.3 | -36.1 | -1.1 | -5.3 | -0.3 | -3.6 | -10.1
Cc1ccc(S(=O)(=O)/N=C(/Nc2c(C)n(C)n(-c3ccccc3)c2=O)c2ccccc2)cc1 | 3.5 | -3.7 | 22.5 | -6.6 | 6.6 | 3.2 | 0.2 | 0.2 | -2.3 | 14.1
O=S(=O)(Nc1nc2c(s1)CCCC2)c1ccc(Br)cc1 | -2.6 | -1.0 | 37.9 | -4.1 | -9.9 | 1.8 | -1.4 | 0.1 | -2.6 | -25.1
CSc1nccc(Oc2cccc(C#N)c2)n1 | -0.9 | -6.2 | -9.9 | 0.9 | -18.0 | 1.5 | 2.5 | -0.2 | . | -3.8
N#Cc1nc(Cc2ccccc2)oc1N1CCN(c2cccc(Cl)c2)CC1 | -8.6 | 6.9 | 14.5 | -2.7 | -5.0 | 0.3 | -1.7 | -0.1 | -1.6 | -2.4
CS(=O)(=O)N1CCN(c2ccccc2NC(=O)c2ccc(Cl)cc2)CC1 | -5.7 | 8.3 | 17.2 | 22.4 | -1.5 | 0.2 | -2.5 | -0.1 | -1.6 | -13.9
Cc1ccc(C)c(-n2nnnc2SCC(=O)c2c(N)n(C)c(=O)n(C)c2=O)c1 | 2.7 | -7.3 | -2.0 | -10.2 | 1.1 | 0.5 | 5.1 | -0.8 | 2.2 | 8.6
COc1ccccc1C(=O)NCC(=O)OCC(=O)Nc1cccc(S(=O)(=O)N2CCCCCC2)c1 | 7.4 | -1.4 | 17.2 | 12.7 | 8.2 | -0.1 | 5.7 | -0.4 | -1.6 | -9.2
COC(=O)C1=C(C)NC2=C(C(=O)CC(C)(C)C2)C1c1cnn(C)c1C (stereo unspecified) | 0.7 | . | 21.3 | . | -6.6 | 3.6 | 3.7 | . | -2.0 | 27.8
CCOc1ccc(OCC)c(NC(=O)C2CCCN(c3nc(C)cc(C)n3)C2)c1 (stereo unspecified) | -6.4 | -2.7 | 16.2 | -3.5 | 1.5 | 2.2 | 0.5 | 0.1 | 1.9 | 1.4
Cc1cc(C)cc(NC(=O)Nc2ccc3c(c2)N(C)C(=O)CS3)c1 | 7.1 | 13.0 | -0.4 | 40.7 | -37.8 | 4.6 | -1.8 | . | -2.5 | 17.0
O=C(COC(=O)C1CC1)Nc1ccc2[nH]c(=O)[nH]c2c1 | -0.8 | -5.5 | -13.1 | 4.0 | -16.0 | -1.6 | 0.5 | -0.5 | -2.8 | 2.3
FC(F)(F)c1cc(CCN2C(=S)NC[C@@H]2Cc2ccccc2)cc(C(F)(F)F)c1 | 4.1 | 9.5 | 5.8 | -0.2 | -16.1 | 2.0 | 3.9 | -0.6 | 3.3 | 12.5
